ARFGAP1 inh: inhibitors of rat ARFGAP1 | Arfgap1-stimulated ARF1 GTP hydrolysis, GDP FP detection | inhibition, % at 16.5 µM | 0.26% of 360,000 active | AID 651572;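 active = inhibition above a per-plate limit, mean inhibition of low control wells plus 3 SD, cut at about 25% in these data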;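 note: 0% = DMSO wells with enzyme and 100% = wells lacking Arfgap1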
Target sequence (Q62848 1-136 limits assumed): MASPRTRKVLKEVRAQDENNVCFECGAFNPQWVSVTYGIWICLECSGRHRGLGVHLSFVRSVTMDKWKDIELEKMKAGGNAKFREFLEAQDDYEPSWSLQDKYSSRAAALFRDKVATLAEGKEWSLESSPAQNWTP
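Repeats: one replicate per compound; assay system: rat Arfgap1 catalytic domain, aa 1-136; times: enzyme reaction 120 min at 25 °C after 20 min preincubation; detection: FP of antibody-bound GDP Alexa 633 tracer, ex 620/em 688 nm; benchmarks: high control wells lacking Arfgap1, low control full reaction with DMSO; reagent: human ARF1(Δ1-17)-GTP substrate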
KLK7 zymogen act: proKLK7 (human) activation, primary screen; P49862; activation, % at 7 µM; purified proKLK7, EDANS-DABCYL substrate fluorescence; 100% is mature enzyme control, 0% vehicle; 0.9% of 370,000 active;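 active = activation above the mean of all tested compounds plus 3 SD, computed per campaign excluding outliers beyond control limits, cut at about 13% in these data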
Target sequence (P49862 whole entry, looked up): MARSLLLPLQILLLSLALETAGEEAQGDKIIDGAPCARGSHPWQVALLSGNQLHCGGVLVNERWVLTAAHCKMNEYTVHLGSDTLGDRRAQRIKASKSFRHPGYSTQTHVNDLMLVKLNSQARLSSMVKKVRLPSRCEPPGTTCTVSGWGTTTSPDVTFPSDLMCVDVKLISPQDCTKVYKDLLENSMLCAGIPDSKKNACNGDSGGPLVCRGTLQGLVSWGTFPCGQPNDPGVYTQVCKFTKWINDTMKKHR
ASAP1 GAP inh: blocks human ASAP1-stimulated Arf1 GTP hydrolysis; GDP FP detection; inhibition, % at 16.5 µM; Q9ULH1; 0.19% of 360,000 active; in the data active = inhibition above about 25%;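 note: 0% = vehicle with enzyme and substrate and 100% = no enzyme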
PLC-gamma1 inh: blocks human PLC-gamma1 enzyme activity. purified PLC-gamma1, fluorogenic substrate, fluorescence. 0.84% of 370,000 active. inhibition, % at 12.2 µM. AID 720700; in the data active = inhibition above about 9.5%
Tn7 DDE FP: DD(E)-Tn7 binding inhibition, primary FP screen. FP displacement of FITC-Tn7 peptide from fibrin DD(E); 0% = median of compound wells per plate. inhibition, % at 8.3 µM. 0.13% of 370,000 active. AID 720508;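 active = inhibition above the mean of compounds falling within the control limits plus 3 SD of them, cut at about 14% in these data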;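 note: 0% = plate median of compound wells and 100% = 10 µM Aha-Tn7 peptide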
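system = human fibrin DD(E) protein | quantity = DD(E) 2 µM final | medium = Tris/NaCl/CaCl2 buffer, pH 7.8 | also added = labelled Tn7 tracer, 0.1 µM | compound dosing = single point at 8.3 µM | timing = compound with protein 10 min, then 3 h after probe, room temperature | signal = FP measurement | benchmarks = Aha-Tn7 high control | repeats = one replicate per compound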
LEDGF integ inh: blocks HIV-1 LEDGF/p75-dependent DNA integration; TR-FRET IN-LEDGF/p75 DNA integration, Eu/Cy5; inhibition, % at 3.7 µM; 0.64% of 370,000 active; AID 743269;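 active = inhibition above the screen-wide mean plus 3 SD, cut at about 13% in these data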;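 note: signal is the Cy5 over europium emission ratio at 671 and 618 nm; 0% = plate median of compound wells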
TDP2 absorb: TDP2 (human) inhibition, absorbance primary screen. inhibition, % at 12.8 µM. O95551. 0.34% of 370,000 active. AID 720702. recombinant TDP2, T5PNP hydrolysis, p-nitrophenol absorbance 415 nm;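 active = inhibition above the mean of all tested compounds plus 3 SD, set per campaign, cut at about 25% in these data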;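 note: 0% = DMSO with enzyme and 100% = buffer with substrate but no TDP2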
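test system = human TDP2 enzyme | input = TDP2 enzyme at 120 nM final | medium = 50 mM Tris-HCl pH 7.5 with Mg2+, KCl, DTT, BSA | also added = T5PNP substrate, 5 mM | times = 2 h at 37 °C | technique = epi absorbance | benchmarks = high control without enzyme, low control DMSO plus TDP2 | replication = each compound tested once, singlicate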
Tn6 DDE FP: inhibitors of Tn6 peptide binding to human fibrin DD(E) | inhibition, % at 8.3 µM | Fibrin DD(E) TRITC-Tn6 fluorescence polarization displacement | P02675 | 0.21% of 370,000 active;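 active = inhibition above a per-campaign cutoff: mean of compounds within control limits plus 3 SD, cut at about 15% in these data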;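 note: 0% = median of all compound wells on the plate and 100% = blocking peptide control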
ADAM17 inh: inhibitors of human ADAM17. inhibition, % at 6.95 µM. P78536. AID 720648. 0.83% of 370,000 active. recombinant ADAM17, EDANS/DABCYL FRET peptide cleavage;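 active = inhibition above the mean of compounds lying between control limits plus 3 SD, set per campaign, cut at about 8.5% in these data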;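 note: 0% = DMSO-only wells as the low control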
ADAM10 inh: inhibits human ADAM10. O14672. recombinant ADAM10, EDANS/DABCYL FRET peptide cleavage, 3 h. inhibition, % at 7 µM. 0.62% of 370,000 active. AID 720582;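 active = inhibition above a per-campaign cutoff equal to the mean of compounds falling between control-based bounds plus 3 SD, cut at about 20% in these data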;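 note: 0% = DMSO wells while the 100% control is not disclosed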
Target sequence (O14672 214-748 limits assumed): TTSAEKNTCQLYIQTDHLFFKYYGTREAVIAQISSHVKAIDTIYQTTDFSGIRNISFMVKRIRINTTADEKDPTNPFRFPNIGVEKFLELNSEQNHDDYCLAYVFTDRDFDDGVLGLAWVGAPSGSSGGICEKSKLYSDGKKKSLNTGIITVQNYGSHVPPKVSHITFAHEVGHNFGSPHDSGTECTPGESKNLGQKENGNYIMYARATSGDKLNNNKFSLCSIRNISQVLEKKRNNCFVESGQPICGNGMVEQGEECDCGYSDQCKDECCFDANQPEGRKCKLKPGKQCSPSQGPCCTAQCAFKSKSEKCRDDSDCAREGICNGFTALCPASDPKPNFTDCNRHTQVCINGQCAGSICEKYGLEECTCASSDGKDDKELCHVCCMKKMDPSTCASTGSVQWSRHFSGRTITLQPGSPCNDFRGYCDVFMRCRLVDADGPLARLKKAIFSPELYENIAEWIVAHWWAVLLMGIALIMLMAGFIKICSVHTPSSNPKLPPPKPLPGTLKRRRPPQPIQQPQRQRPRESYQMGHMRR
Active calls of the source: *; x = no result given.

item	Compound	ARFGAP1 inh	KLK7 zymogen act	ASAP1 GAP inh	PLC-gamma1 inh	Tn7 DDE FP
1	CCS(=O)(=O)NCCc1csc(-c2cccnc2)n1	2	1.3	8	-4	1
2	Cc1cccc(CCNC(=O)Cn2ncc3c2-c2cc(C)ccc2OC3)c1	x	0.0	x	0	-1
3	CC(C)C(NS(=O)(=O)c1cccc2nsnc12)C(=O)NCCC1=CCCCC1 (configuration not stated)	-1	0.1	-17	4	-1
4	CN(CC(=O)Nc1ccc(F)c(F)c1F)C(=O)CCc1nc2sc3c(c2c(=O)[nH]1)CCCC3	1	-0.7	5	-20	-10
5	COC(=O)C1=C(C)NC(C)=C(C(=O)OC)C1c1ccc(-c2cccc([N+](=O)[O-])c2)o1	6	0.4	3	-4	-3
6	COc1cc2c(cc1OC)C(c1cc(C)ccc1C)CC(=O)N2 (configuration not stated)	-5	-0.1	-6	0	5
7	O=C1CC(C(F)(F)C(F)(F)C(F)(F)C(F)F)=Nc2ccccc2N1	3	-0.4	-5	2	3
8	Cc1cc(NC(=O)CCN2C(=O)/C(=C/c3ccccc3F)SC2=S)no1	6	-0.2	-2	0	3
9	CCN(CC)C(=O)CSCc1cnn(-c2ccccc2)c1-n1cccc1	-10	-0.3	-19	1	-2
10	Cc1nc2ccccn2c1C(=O)NCc1cccnc1	16	-0.3	-8	0	-9

item	LEDGF integ inh	TDP2 absorb	Tn6 DDE FP	ADAM17 inh	ADAM10 inh
1	-3	-4	7	-6	-11
2	-2	-3	0	1	-1
3	0	3	0	0	-4
4	2	-5	1	-4	-10
5	0	-9	-3	-3	-4
6	3	-11	-1	-2	2
7	-1	1	4	-5	-1
8	-3	16	7	-2	3
9	-3	-1	4	-2	-4
10	-2	11	1	0	8

Whole records from above. Values in the order: ARFGAP1 inh, KLK7 zymogen act, ASAP1 GAP inh, PLC-gamma1 inh, Tn7 DDE FP, LEDGF integ inh, TDP2 absorb, Tn6 DDE FP, ADAM17 inh, ADAM10 inh
O=C1CC(C(F)(F)C(F)(F)C(F)(F)C(F)F)=Nc2ccccc2N1 across the screens: 3, -0.4, -5, 2, 3, -1, 1, 4, -5, -1
CN(CC(=O)Nc1ccc(F)c(F)c1F)C(=O)CCc1nc2sc3c(c2c(=O)[nH]1)CCCC3 across the screens: 1, -0.7, 5, -20, -10, 2, -5, 1, -4, -10

Part of the list above, with tabs:
#	molecule	ARFGAP1 inh	KLK7 zymogen act	ASAP1 GAP inh	PLC-gamma1 inh	Tn7 DDE FP	LEDGF integ inh	TDP2 absorb	Tn6 DDE FP	ADAM17 inh	ADAM10 inh
4	CN(CC(=O)Nc1ccc(F)c(F)c1F)C(=O)CCc1nc2sc3c(c2c(=O)[nH]1)CCCC3	1	-0.7	5	-20	-10	2	-5	1	-4	-10
5	COC(=O)C1=C(C)NC(C)=C(C(=O)OC)C1c1ccc(-c2cccc([N+](=O)[O-])c2)o1	6	0.4	3	-4	-3	0	-9	-3	-3	-4
6	COc1cc2c(cc1OC)C(c1cc(C)ccc1C)CC(=O)N2 (configuration not stated)	-5	-0.1	-6	0	5	3	-11	-1	-2	2
7	O=C1CC(C(F)(F)C(F)(F)C(F)(F)C(F)F)=Nc2ccccc2N1	3	-0.4	-5	2	3	-1	1	4	-5	-1

Remaining list, next part:
item	Compound	ARFGAP1 inh	KLK7 zymogen act	ASAP1 GAP inh	PLC-gamma1 inh	Tn7 DDE FP
11	OC(COCc1ccc(Cl)cc1)CN1CCc2ccccc2C1 (configuration not stated)	16	0.2	8	3	-6
12	COc1cccc(Nc2nnc(SCC(=O)Nc3sccc3C(N)=O)s2)c1	2	0.2	6	-2	2
13	COc1ccc(CCNC(=O)COC(=O)c2cccs2)cc1OC	6	0.2	6	-1	7
14	CC(C)(C)c1ccccc1NC(=O)Nc1nc(C(N)c2ccccc2)cs1 (configuration not stated)	14	-0.9	10	5	6
15	COc1ccc(C(CC(=O)Nc2ncccc2C)N2Cc3ccccc3C2=O)cc1 (configuration not stated)	1	0.1	-3	2	2
16	O=C(O)c1ccc(CN(Cc2ccccc2)S(=O)(=O)c2ccc(Cl)cc2)cc1	-7	-0.1	-2	-2	1
17	NC(=O)[C@@H]1CCCN1Cc1nc(-c2cccs2)no1	-3	0.1	-6	2	-4
18	Cc1noc(C)c1C(=O)NCCc1c(C)[nH]c2ccccc12	1	0.6	4	-1	-4
19	O=C(CNCCC1=CCCCC1)Nc1ccc(N2CCCCCC2)cc1	6	0.7	-6	6	0
20	Cc1[nH]c(C)c(S(=O)(=O)N2CCN(c3cccc(C(F)(F)F)c3)CC2)c1C(=O)N1CCCC1	3	0.4	-2	1	-9

item	LEDGF integ inh	TDP2 absorb	Tn6 DDE FP	ADAM17 inh	ADAM10 inh
11	-6	-17	-10	-4	-14
12	-3	-7	-1	0	5
13	-2	-1	2	-3	3
14	5	6	-1	0	-2
15	1	20	-3	-2	-5
16	3	4	0	-4	1
17	-3	-8	2	-3	-1
18	-2	8	-1	-5	-2
19	1	-9	-1	3	6
20	-5	-15	-12	3	-17

Ordered by formula weight (ascending): part of the list above
item	Compound	ARFGAP1 inh	KLK7 zymogen act	ASAP1 GAP inh	PLC-gamma1 inh	Tn7 DDE FP
19	O=C(CNCCC1=CCCCC1)Nc1ccc(N2CCCCCC2)cc1	6	0.7	-6	6	0
16	O=C(O)c1ccc(CN(Cc2ccccc2)S(=O)(=O)c2ccc(Cl)cc2)cc1	-7	-0.1	-2	-2	1
20	Cc1[nH]c(C)c(S(=O)(=O)N2CCN(c3cccc(C(F)(F)F)c3)CC2)c1C(=O)N1CCCC1	3	0.4	-2	1	-9

item	LEDGF integ inh	TDP2 absorb	Tn6 DDE FP	ADAM17 inh	ADAM10 inh
19	1	-9	-1	3	6
16	3	4	0	-4	1
20	-5	-15	-12	3	-17

Remaining list, next part
item	Compound	ARFGAP1 inh	KLK7 zymogen act	ASAP1 GAP inh	PLC-gamma1 inh	Tn7 DDE FP
21	COc1ccc2c(c1)[C@@H](NC(=O)c1ccncc1)[C@H](C)[C@H]2c1ccccc1	5	0.3	2	3	-1
22	Cc1c(CC(=O)N2CCN(C(=O)C3COc4ccccc4O3)CC2)c(=O)oc2c(O)c(O)ccc12 (configuration not stated)	-4	-1.8	-2	-70	6
23	Cc1cc(C(=O)OCC(=O)Nc2c(Cl)cccc2C(F)(F)F)c(C)o1	-6	0.1	13	-2	2
24	CC(=O)Nc1ccccc1Nc1nc(NCCO)nc(N2CCCC2)n1	11	0.3	11	3	1
25	Cc1nc2oc3ccc(Cl)cc3c(=O)c2cc1C(=O)O	-1	-0.5	-3	-4	9
26	COC1=CC(=O)OC(c2ccco2)C1 (configuration not stated)	-1	0.4	-6	-1	6
27	NS(=O)(=O)c1ccc(CCNC(=O)CN2CCN(c3ccccc3O)CC2)cc1	5	0.5	1	0	-4
28	Cc1ccc(NC2CCCN(C(=O)c3cnc4ccccn4c3=O)C2)cc1C (configuration not stated)	-7	2.1	-7	-15	4
29	CCN1C(=O)[C@H]2[C@H]3CN=C(SCC4CC4)N3[C@@](CC)(C(=O)OC)[C@H]2C1=O	-2	-0.1	4	1	-1
30	CNCc1cc(Cl)cc(OC)c1OC(C)C	10	-0.2	7	6	1

item	LEDGF integ inh	TDP2 absorb	Tn6 DDE FP	ADAM17 inh	ADAM10 inh
21	4	7	-1	-1	0
22	68*	3	3	-49	-147
23	3	13	-4	1	-5
24	-1	-8	-7	-4	-14
25	0	11	-8	-24	-46
26	5	-4	7	-1	-3
27	4	0	-2	-3	1
28	-9	-7	5	-33	-98
29	-5	8	0	-4	-2
30	2	-15	5	-2	7

(continued)
item	Compound	ARFGAP1 inh	KLK7 zymogen act	ASAP1 GAP inh	PLC-gamma1 inh	Tn7 DDE FP
31	Cc1nnc2sc(-c3cccc(F)c3)nn2c1=O	5	0.0	8	1	0
32	CC(=O)c1cccc(-c2ccnc3c2CC(C(=O)NCc2ccccc2)O3)c1 (configuration not stated)	-5	-0.3	11	2	2
33	COc1ccc(-n2c(N)cc(=O)nc2SCC(=O)NC2CCCCC2)cc1	11	0.3	-3	-2	2
34	CCNC(=O)NC(=O)COC(=O)c1cccc(S(=O)(=O)N2CC3(C)CC2CC(C)(C)C3)c1 (configuration not stated)	-6	-0.1	-6	3	-1
35	O=C(O)c1ccc2nc3c(nc2c1)-c1ccccc1C3=O	-6	-0.1	-17	-6	0
36	CN(C)c1cccc(C(=O)OCCNC(=O)c2cccc(S(=O)(=O)N3CCOCC3)c2)c1	1	-0.5	-4	-38	7
37	O=C(NOC(=O)c1ccccc1)c1ccccc1	-2	0.1	7	1	5
38	O=C(Cn1c(NCCO)nc2ccccc21)Nc1cccc(S(=O)(=O)N2CCCC2)c1	-10	-0.9	-3	-2	1
39	OCC[C@@H]1C[C@H](O)[C@@H](O)[C@]2(OCc3cc(Cl)ccc32)O1	4	0.2	1	2	0
40	Cc1c(C(O)CN2CCN(Cc3ccc4c(c3)OCO4)CC2)c2ccccc2n1C (configuration not stated)	-5	-0.1	-1	-17	0
41	Cc1ccc(-c2noc(C3CCCN(C(=O)c4c(F)cccc4F)C3)n2)cc1 (configuration not stated)	-5	0.8	-6	2	-4
42	Cc1nn(-c2ccccc2)c(C)c1NC(=O)COC(=O)Cc1ccccc1F	-15	0.4	19	-1	-3

item	LEDGF integ inh	TDP2 absorb	Tn6 DDE FP	ADAM17 inh	ADAM10 inh
31	5	8	0	2	1
32	-4	-2	7	-3	-1
33	2	-7	-2	0	-1
34	5	-1	4	1	3
35	-1	-3	-10	-2	-5
36	-5	5	-2	-8	-11
37	-2	-7	-2	-5	-2
38	2	0	5	-3	-1
39	6	1	2	-2	1
40	2	1	-1	-6	-13
41	-1	-3	2	1	9
42	4	-1	2	-1	-3

Assay outcomes deposited in PubChem by The Scripps Research Institute Molecular Screening Center.

The order is random (roughly 4.2% active in at least one column).
